# NALP1 yeast inh: inhibitors of NALP1 inflammasome in yeast | inhibition, % at 10 µM | 0.61% of 280,000 active | S. cerevisiae NALP1/ASC/caspase-1 growth, X-gal OD620, 72 h | AID 2071; in the data active = inhibition mostly above about 24%, no sharp cut-off; inactive = mostly below about 32%; also: some compounds called inactive have numbers as strong as hits
# FID counter: fluorescent intercalator displacement, NS3 helicase counter-screen; AID 1845; DNA fluorescent intercalator displacement, fluorescence; inhibition, % at 7.9 µM; 0.17% of 290,000 active; in the data active = inhibition above about 37%;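 also: 0% = vehicle and 100% = reference compound; higher means more ethidium bromide displaced from hairpin DNA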
# GPR7 antag: human neuropeptides B/W receptor 1 antagonism; 1.1% of 290,000 active; inhibition, % at 4.4 µM; GPR7-expressing cells, fluorescence antagonist assay; AID 1861; P48145; in the data active = inhibition above about 16%, passing the limit was not always enough;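 also: cells stimulated with the agonist NPW; 0% = agonist with vehicle and 100% = vehicle without agonist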
# Target sequence (P48145 whole entry, looked up): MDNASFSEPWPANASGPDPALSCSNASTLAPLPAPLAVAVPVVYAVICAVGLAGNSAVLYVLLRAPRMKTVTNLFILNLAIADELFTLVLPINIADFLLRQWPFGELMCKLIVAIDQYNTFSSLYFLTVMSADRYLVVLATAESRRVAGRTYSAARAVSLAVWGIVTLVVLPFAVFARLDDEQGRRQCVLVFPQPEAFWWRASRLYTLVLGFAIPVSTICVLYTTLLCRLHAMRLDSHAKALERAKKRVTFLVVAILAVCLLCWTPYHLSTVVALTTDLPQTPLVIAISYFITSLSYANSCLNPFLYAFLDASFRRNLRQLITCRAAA
# MEKK2 WT-MEK5: raises or lowers MEK5 binding to wildtype human MEKK2 PB1 domain; bead flow cytometry, Alexa488-MEK5 binding to MEKK2 WT; actives lie on both sides; binding response (% of control), % at 10 µM; 1.1% of 290,000 active; AID 1531; in the data active = binding response below about 67% or above about 130%
# MEKK3 PB1 HTS: MEKK3-MEK5 PB1 interaction, increase or decrease; Q99759; bead-based flow cytometry, Alexa488-MEK5 binding to MEKK3; actives lie on both sides; 0 = blocked by unlabeled MEK5, 100 = vehicle; binding response (% of control), % at 10 µM; 1.4% of 290,000 active; AID 1529;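 active = binding response more than 3 SD above or below the average of its plate-row segment, actives on both sides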;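 also: Alexa488 bead fluorescence after subtracting the streptavidin-only scavenger bead signal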
# PfM18AAP inh: blocks P. falciparum M18 aspartyl aminopeptidase; recombinant PfM18AAP, H-Glu-NHMec fluorogenic cleavage; inhibition, % at 7.35 µM; 1.2% of 290,000 active;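 active = inhibition above the campaign mean inhibition over all tested compounds plus 3 SD, cut at about 28% in these data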;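 also: 0% = plate median of test compound wells and 100% = 2 mM ZnCl2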
# MEKK2mut PB1 HTS: signal of MEK5 binding to mutant human MEKK2 PB1 domain. bead flow cytometry, Alexa488-MEK5 binding to MEKK2 mutant. percent response, % at 10 µM. 0.35% of 290,000 active; in the data active = percent response above about 24%, passing the limit was not always enough; also: inactives centre near 1; some results filed as inactive read as strong as hits; reference of the scale not given here
# PHOSPHO1 block: blocks human PHOSPHO1 phosphatase activity | AID 1565 | Q8TCT1 | inhibition, % at 13.3 µM | recombinant PHOSPHO1, absorbance phosphatase assay | 1.1% of 290,000 active; in the data active = inhibition above about 60%
# Target sequence (Q8TCT1 whole entry, looked up): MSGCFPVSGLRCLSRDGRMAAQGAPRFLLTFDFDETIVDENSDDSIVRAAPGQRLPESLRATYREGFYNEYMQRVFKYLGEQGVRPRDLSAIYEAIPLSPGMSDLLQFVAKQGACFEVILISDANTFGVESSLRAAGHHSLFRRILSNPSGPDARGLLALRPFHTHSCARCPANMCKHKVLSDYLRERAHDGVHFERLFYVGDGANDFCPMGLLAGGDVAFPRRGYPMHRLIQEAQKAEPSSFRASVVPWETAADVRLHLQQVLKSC
# OXTR agonist: activates the human oxytocin receptor. P30559. CHO-OTR cells, Fluo-8 calcium fluorescence; normalized: DMSO 0%, oxytocin 100%. activation, % at 3 µM. 0.32% of 320,000 active. AID 2435;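 active = activation above the mean of all tested compounds plus 3 SD, cutoff set per screening run, cut at about 20% in these data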;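 also: peak over basal fluorescence ratio from a 100 s FLIPR kinetic read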
# Target sequence (P30559 whole entry, looked up): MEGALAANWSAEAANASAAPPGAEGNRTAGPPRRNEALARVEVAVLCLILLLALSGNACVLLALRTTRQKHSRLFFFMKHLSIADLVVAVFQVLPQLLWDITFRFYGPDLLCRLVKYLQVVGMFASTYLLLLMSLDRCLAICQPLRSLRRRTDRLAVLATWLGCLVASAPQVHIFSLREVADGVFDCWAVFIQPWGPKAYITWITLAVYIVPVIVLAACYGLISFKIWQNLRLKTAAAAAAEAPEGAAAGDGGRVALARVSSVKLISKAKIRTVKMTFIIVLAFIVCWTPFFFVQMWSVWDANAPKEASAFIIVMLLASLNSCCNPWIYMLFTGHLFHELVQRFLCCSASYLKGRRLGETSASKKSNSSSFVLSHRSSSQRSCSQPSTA
# * hit, by the source's call; / = not tested or not shown; [ ] = dose if it differs, or a comment. This is a random part of the collection; 6.2% or so of the library scored in one or more.
SMILES,NALP1 yeast inh,FID counter,GPR7 antag,MEKK2 WT-MEK5,MEKK3 PB1 HTS,PfM18AAP inh,MEKK2mut PB1 HTS,PHOSPHO1 block,OXTR agonist
COc1ccc(NN=Nc2nc3c([nH]2)c(=O)n(C)c(=O)n3C)cc1,-1.0,-1.7,-2.0,92.0,94.0,-4.5,-11.0,-65.1,0.7
C/C(=N\NC(=O)c1ccc(Cl)cc1)c1ccc2[nH]ccc2c1,-1.3,-8.2,-5.6,98.0,99.0,1.2,0.0,52.2,-1.9
O=C(CSc1nc(-c2ccccc2)cc(C(F)(F)F)n1)NCCN1CCOCC1,23.7,-5.7,-14.7,99.0,101.0,1.4,-2.0,10.9,0.0
COCCCNC(=O)CSc1nc2ccccc2c(=O)n1CCCN1CCCCC1,9.7,-2.7,-24.4,105.0,105.0,-2.0,7.0,50.4,-0.1
O=C1CC(=O)Nc2cc(S(=O)(=O)NCc3cccs3)ccc2N1,-9.1,-0.4,-12.1,100.0,99.0,-4.2,2.0,27.6,0.8
COc1ccc(Cl)cc1NC(=O)CCS(=O)(=O)c1ccc(Br)cc1,-3.4,-17.5,8.4,94.0,80.0*[inhibitor],-8.0,-25.0,-9.9,-1.1
Cc1ccc(CC(=O)NCCCc2ccccc2)cc1,10.1,-7.7,7.4,104.0,106.0,-0.8,6.0,4.6,-2.2
COc1ccc(NC(=O)C2CCN(C(=O)[C@@H]3Cc4ccccc4CN3)CC2)cc1,15.2,2.1,-0.1,104.0,98.0,-4.9,-1.0,-24.6,-0.6
COC(CNC(=O)C(=O)NCC1OCCN1S(=O)(=O)c1ccccc1)OC (configuration not stated),-0.6,-7.7,-18.9,104.0,101.0,1.2,4.0,40.3,-0.7
Oc1ccc(C2=Nn3c(nnc3-c3ccco3)SC2)cc1O,16.6,3.2,-4.5,/,/,74.6*,/,31.2,0.6
CC(=O)Oc1ccc(C(=O)NC(C)CCc2ccccc2)cc1 (configuration not stated),16.9,-13.2,-6.6,106.0,106.0,-11.2,4.0,13.5,-0.1
Cn1c(CN2CCCC2)nc2cc(NC(=O)COc3ccc([N+](=O)[O-])cc3)ccc21,19.1,16.7,-4.2,102.0,100.0,-0.5,0.0,-12.2,0.3
COc1ccc(N(CC(=O)NCCC2=CCCCC2)S(C)(=O)=O)cc1OC,12.6,-9.4,-10.3,109.0,104.0,-4.5,5.0,26.3,0.1
Cc1cc(NC(=O)CCN2C(=O)C3C4C=CC(C4)C3C2=O)c2ccccc2n1 (configuration not stated),13.2,4.6,-10.7,102.0,103.0,9.2,2.0,29.2,1.9
Cc1cc(N2CCCCC2)nc2c(C)cccc12,-20.4,-1.6,0.6,102.0,100.0,1.8,0.0,-21.6,-0.2
Cn1c(=O)c(C(=O)NCc2ccccc2Cl)c(O)c2ccccc21,14.5,-5.5,1.5,105.0,104.0,-13.3,1.0,14.9,1.8
Nc1nc(SCC(=O)NCC2CCCO2)n[nH]1 (configuration not stated),9.0,-0.9,-16.5,102.0,91.0,-0.8,-2.0,1.3,0.6
COc1ccc(NC(=O)Cc2ccc(Cl)c(Cl)c2)cn1,6.2,-9.5,5.3,101.0,104.0,-0.8,1.0,-5.3,0.1
CCOC(=O)c1sc2nc(C)nc(SCC(=O)N(C)C3CCS(=O)(=O)C3)c2c1C (configuration not stated),8.0,0.1,-10.6,78.0,82.0,-1.0,-10.0,34.1,2.1
CNC(=S)N(CCc1c(C)[nH]c2ccc(OC)cc12)Cc1cc(OC)c(OC)c(OC)c1,13.6,-18.9,-5.5,99.0,103.0,5.3,-4.0,-1.2,1.2
COc1ccc(OC)c(NC(=O)C2CCN(S(=O)(=O)c3ccc4c(c3)CC(C)N4C(C)=O)CC2)c1 (configuration not stated),7.6,-42.3,-17.8,99.0,100.0,-11.1,0.0,36.8,3.1
C#CCN1C(=O)C(O)(CC(=O)c2cc(OC)ccc2OC)c2ccccc21 (configuration not stated),4.0,-6.4,-6.4,101.0,103.0,12.6,0.0,-5.7,-0.9
COC(=O)C1CCN(C(=O)c2cc3ccccc3oc2=O)CC1,16.2,-2.6,-9.7,103.0,105.0,-15.7,7.0,-4.4,-0.6
CC1=NN(c2ccccc2)C(=O)C1/C=C1/NC(=S)NC1=O (configuration not stated),/,2.5,-9.9,92.0,100.0,7.6,-1.0,46.4,1.6
CCCCn1c2c(c(=N)c3ccccc31)CCC2,7.8,5.1,-8.6,117.0,123.0,-7.7,16.0,1.8,0.0
Cc1ccc(C(=O)NC(NC(=S)Nc2ccc(S(N)(=O)=O)cc2)C(Cl)(Cl)Cl)cc1 (configuration not stated),24.3,2.9,0.8,118.0,99.0,4.5,3.0,3.1,3.0
Cc1cccc(NC(=O)C2CCCN(c3cnccn3)C2)c1 (configuration not stated),18.5,-12.0,-16.8,98.0,103.0,-13.2,0.0,29.3,0.3
COc1ccc2nc(NC(=O)/C=C/c3ccc4c(c3)OCO4)sc2c1,30.9,-4.2,-3.2,99.0,105.0,-5.1,-2.0,-6.2,-0.6
CCOC(=O)c1nnn(-c2ccccc2C#N)c1C,-2.1,-8.6,8.4,101.0,104.0,-0.2,2.0,8.1,-0.3
NC(=O)c1ccccc1NC(=O)Cc1cccs1,7.4,-14.4,-0.9,100.0,94.0,1.5,5.0,-16.4,0.5

# Individual results from the entries so far:
# COC(=O)C1CCN(C(=O)c2cc3ccccc3oc2=O)CC1 in OXTR agonist has -0.6
# COc1ccc2nc(NC(=O)/C=C/c3ccc4c(c3)OCO4)sc2c1 in MEKK2mut PB1 HTS has -2.0

# Other results
SMILES,NALP1 yeast inh,FID counter,GPR7 antag,MEKK2 WT-MEK5,MEKK3 PB1 HTS,PfM18AAP inh,MEKK2mut PB1 HTS,PHOSPHO1 block,OXTR agonist
CCn1nc(C)c(/C=C/C(=O)Nc2ccc(C)cc2C)c1C,17.7,-21.9,-15.5,96.0,97.0,6.8,-1.0,11.8,1.3
CN(Cc1c(O)ccc2c1oc(=O)c1ccccc12)C1CCCCC1,31.1,11.5,3.0,103.0,100.0,1.4,3.0,-17.5,0.4
O=C(CSc1nc(O)cc(=O)n1-c1ccccc1)Nc1ccc2c3c(cccc13)CC2,20.4,-11.9,-3.3,95.0,93.0,1.5,-2.0,-3.4,-0.7
Cc1cc(OCc2cc(C(=O)N(C)C(C)c3ccccn3)no2)cc(C)c1Cl (configuration not stated),2.5,-50.4,2.0,102.0,104.0,-4.2,2.0,19.9,3.8
COc1cc(NC(=O)CSc2nncn2C)cc(OC)c1OC,7.0,-0.2,-9.5,98.0,93.0,0.6,-4.0,-12.3,0.9
Cc1ccc(OCC(=O)Nc2ccc3oc(=O)ccc3c2)c(C)c1,9.4,-30.3,-1.0,98.0,104.0,-15.2,-5.0,23.3,1.8
COc1ccc(OCCCCOc2ccccc2Cl)cc1,16.1,-2.5,-14.8,103.0,101.0,2.9,0.0,7.4,0.1
N#Cc1ccc(Oc2ccc(-c3nc4ccccc4nc3-c3ccccc3)cc2)cc1C#N,/,-1.0,-7.1,106.0,106.0,0.8,4.0,6.6,-0.1
CSC(=NCCCN1CCOCC1)NS(=O)(=O)c1cccs1,32.0*,0.8,-6.9,114.0,111.0,1.8,8.0,-5.5,-0.1
O=C(Nc1nc(-c2ccccn2)cs1)C12CC3CC(CC(O)(C3)C1)C2,-34.9,-3.9,-4.6,100.0,98.0,-1.0,-4.0,23.3,-1.2
CN(Cc1ccco1)C(=O)Cn1ncc2c([nH]c3ccccc32)c1=O,7.2,-22.2,-3.4,104.0,99.0,-0.9,2.0,23.9,1.2
CC[C@H](C)[C@@H]1NC(=O)c2cc([N+](=O)[O-])cc(I)c2NCC[C@@H](C(N)=O)NC(=O)[C@H](CCCN=C(N)N)NC1=O,26.0,12.0,-9.5,120.0,108.0,5.1,9.0,-6.1,-1.2
COc1ccc(NS(=O)(=O)c2ccc(Oc3c(C#N)cccc3C#N)cc2)cc1,4.6,-6.2,11.3,97.0,101.0,1.2,-6.0,3.1,21.2*
FC(F)(F)c1cccc(-n2cccc2/C=N/n2cnnc2)c1,-2.8,-6.2,-5.3,105.0,108.0,6.4,8.0,94.1*,1.7
O=C(c1ccc(-c2ccccc2)cc1)N1CCC(C(=O)N2CCCC2)CC1,-17.9,-29.9,0.8,95.0,95.0,-0.9,-4.0,-14.1,0.4
CC(=O)Nc1ccc(NC(=O)CN(c2ccc(F)cc2)S(=O)(=O)c2ccc3c(c2)OCCO3)cc1,10.6,-17.7,-5.6,94.0,101.0,2.8,1.0,-15.7,1.3
COc1ccc(NC(=O)CN2CCCCC2)cc1,13.5,2.7,-12.9,100.0,99.0,-7.7,-6.0,3.5,-0.3
O=C(O)CN(c1ccccc1)C1SC(=O)NC1=O (configuration not stated),/,0.8,-12.8,108.0,102.0,0.9,2.0,4.7,1.1
Cn1c(=O)[nH]c2ncccc21,-51.3,1.7,-10.5,95.0,100.0,-6.0,-3.0,15.7,1.5
CC(C)N(Cc1ccccc1)C(=O)COc1ccccc1,-25.9,-14.0,-2.9,104.0,106.0,7.1,8.0,/,-2.4
CCC(=O)N/C(=N/c1nc(C)cc(C)n1)Nc1cccc(OC)c1,13.4,-18.0,0.5,/,/,11.2,/,-10.5,-2.1
O=C1c2cccc3cc(Br)cc(c23)C(=O)N1Nc1ccc(Br)cc1,28.3,1.5,-11.8,108.0,109.0,-0.9,30.0,-12.0,-3.1
CC1(c2nnc(-c3ccc(F)cc3)o2)CC(c2cccc(Cl)c2)=NO1 (configuration not stated),-8.4,/,/,100.0,105.0,/,5.0,26.5,-0.1
Cc1nc(SCc2ccccc2)c2oc3ccccc3c2n1,-2.9,0.7,-8.5,96.0,92.0,-6.0,-4.0,28.3,-2.2
CN1CCN(CCCNC(=O)c2ccc(/C=C3\Oc4ccccc4N(Cc4ccc(Cl)cc4)C3=O)cc2)CC1,0.2,40.6*,3.8,171.0*,102.0,-3.6,48.0*,34.4,4.6
C[C@H](NC(=O)c1[nH]cnc1C(=O)Nc1ccc(Cl)cc1)C(=O)OC(C)(C)C,/,/,/,81.0,84.0,/,2.0,-12.1,0.2
O=C(NNS(=O)(=O)c1ccccc1F)c1ccccc1-n1cccc1,-6.6,-10.5,-15.4,92.0,95.0,0.6,-4.0,19.2,0.7
O=C(Oc1ccc(N2C(=O)CCC2=O)cc1)c1ccco1,14.2,-2.8,11.0,98.0,98.0,-6.0,0.0,10.0,0.3
Cc1nc2c(C(=O)NCCC(C)C)c[nH]n2c(=O)c1Cl,28.0,-25.0,-6.5,102.0,101.0,1.9,0.0,7.1,-2.3
COc1ccc(Cc2nnc(SCC(=O)N3CCCC(C)C3)o2)cc1 (configuration not stated),-2.9,-25.8,2.5,83.0,83.0,-4.2,-18.0,19.0,-0.6
COc1ccc2cc3cc(C(=O)N4CCN(C5CCCCC5)CC4)oc3nc2c1,4.5,4.7,-7.3,108.0,99.0,12.7,9.0,12.6,-1.2
COCCCNC(=O)/C(C#N)=C/c1c(N2CCN(C)CC2)nc2ccccn2c1=O,3.2,-2.5,-10.6,102.0,101.0,12.5,6.0,32.6,0.4

# A second format for part of the listing above:
mol	NALP1 yeast inh	FID counter	GPR7 antag	MEKK2 WT-MEK5	MEKK3 PB1 HTS	PfM18AAP inh	MEKK2mut PB1 HTS	PHOSPHO1 block	OXTR agonist
Cc1nc(SCc2ccccc2)c2oc3ccccc3c2n1	-2.9	0.7	-8.5	96.0	92.0	-6.0	-4.0	28.3	-2.2
O=C(NNS(=O)(=O)c1ccccc1F)c1ccccc1-n1cccc1	-6.6	-10.5	-15.4	92.0	95.0	0.6	-4.0	19.2	0.7
COc1ccc(Cc2nnc(SCC(=O)N3CCCC(C)C3)o2)cc1 (configuration not stated)	-2.9	-25.8	2.5	83.0	83.0	-4.2	-18.0	19.0	-0.6
COCCCNC(=O)/C(C#N)=C/c1c(N2CCN(C)CC2)nc2ccccn2c1=O	3.2	-2.5	-10.6	102.0	101.0	12.5	6.0	32.6	0.4
